# Compound activity: PubChem, National Center for Advancing Translational Sciences (NCATS)
# EPAC2 antag: EPAC2 (human) antagonism; AID 720708; EPAC2 GEF exchange of Rap1B-BODIPY-GDP, fluorescence; Potency, µM (top dose mostly 114 µM), without a hit: at the highest dose activity, negative = inhibition, actives largely listed as inhibitors; 360,000 compounds, 0.18% hits; Q8WZA2; also: potency is read from the fitted curve at half-maximal effect; % is scaled to controls: 0 for no effect and ±100 for the full control effect; nearly all actives have a fitted effect of over 45% in size; many of its hits are not listed in these tables
# EPAC2 ag: activates human EPAC2 exchange factor | Potency, µM (titrated, usually from 154 µM), for the others: top-dose activation, actives largely listed as activators | AID 720711 | 360,000 compounds, 0.079% hits | EPAC2 activation, biochemical qHTS; response scale: 100% = 6.5 mM cAMP response; also: potency is read from the fitted curve at half-maximal effect; nearly all actives have a fitted effect of over 50% in size
#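 qHTS, titration series. 100 nM EPAC2 / 250 nM Rap1B-BODIPY-GDP / 50 uM GDP; RT; ex 480/em 540 nm, 5-min reads to 30 min. Norm. to 6.5 mM cAMP = activation.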
# pAkt inh: blocks phosphorylation of Akt; Neuro2A IGF-stimulated pAkt S473 HTRF, 20 min; stronger effect = lower value; activity change, % for hits at 50 µM; 360,000 compounds, 0.32% hits; AID 651550; in the data active = activity change below about -80%; inconclusive = mostly about -51% to -80%; also: % is scaled to controls: 0 for no effect and ±100 for the full control effect
#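 Neuro2A cells in DMEM with 0.5% FBS, overnight at 37 deg C, given compound at single 50 µM final, then IGF (6 nM final) for 20 min at 37 deg C. Lysed; phospho-Akt Ser473 by HTRF after 24 h, 665/615 ratio.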
# D3 antag: antagonists of human D3 dopamine receptor; 360,000 compounds, 2.5% hits; P35462; D3R cells, DiscoveRx beta-arrestin luminescence, antagonist mode; stronger effect = lower value; max response, negative = inhibition, %; in the data active = max response below about -50%; inconclusive = no clear call, values can overlap the other calls; also: % is scaled to controls: 0 for no effect and ±100 for the full control effect; mostly tested at two doses, the higher about 12 µM
# Target sequence (P35462 whole entry, looked up): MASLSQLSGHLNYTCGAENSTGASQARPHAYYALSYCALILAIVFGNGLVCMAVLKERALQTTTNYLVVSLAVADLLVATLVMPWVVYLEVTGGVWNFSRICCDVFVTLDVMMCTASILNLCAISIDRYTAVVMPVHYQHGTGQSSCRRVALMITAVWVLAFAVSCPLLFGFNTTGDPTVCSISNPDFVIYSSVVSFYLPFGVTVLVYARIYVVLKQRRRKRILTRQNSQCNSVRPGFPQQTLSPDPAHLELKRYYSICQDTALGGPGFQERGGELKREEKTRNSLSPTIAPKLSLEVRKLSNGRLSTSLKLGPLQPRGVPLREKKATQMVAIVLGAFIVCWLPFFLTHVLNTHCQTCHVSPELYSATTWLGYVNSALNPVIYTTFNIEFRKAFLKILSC
#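 Cells expressing the human receptor were seeded at 1500 cells/well, incubated overnight at 37 degrees C in 5% CO2, then exposed to library compounds with dopamine controls for 90 minutes at 37 degrees C before luminescent detection.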
# D3 ag: activates the human D3 dopamine receptor. P35462. D3R DiscoveRx beta-arrestin cells, luminescence, 90 min. max activation, %. 410,000 compounds, 0.58% hits; in the data active = max activation above about 30%; also: 0% is about no effect; mostly tested at two doses, the higher about 12 µM
#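 Agonist-mode cell screen: cells plated at 1500/well and incubated overnight at 37 °C, then exposed to library compounds for 90 min at 37 °C. Detection reagent was added for 30–60 min at room temperature, and luminescence was read.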
# CCT modulator: modulators of cytosolic chaperonin (CCT/TRiC) activity | activity change, % (no concentration beside the values), hits read low | 360,000 compounds, 0.3% hits | AID 651819 | purified chaperonin ATPase assay, HTRF ADP detection, 30 min; in the data active = activity change below about -30%; also: % is scaled to controls: 0 for no effect and ±100 for the full control effect
#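 Nucleotide hydrolysis assay: TRiC at 20–40 nM final (set by batch activity) with 10 uM ATP, 30 min at 37 °C, in presence of 76 uM compound. Detection by competitive ADP HTRF, 30 min ambient.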
# Mm-Cpn inhibitor: blocks the Methanococcus maripaludis chaperonin Mm-Cpn; Potency, µM (doses to about 76.9 µM), for inactives: top-dose activity, negative = inhibition, actives largely listed as inhibitors; purified Mm-Cpn ATPase, ADP Transcreener TR-FRET; 330,000 compounds, 0.031% hits; also: potency is read from the fitted curve at half-maximal effect; % is scaled to controls: 0 for no effect and ±100 for the full control effect; nearly all actives have a fitted effect of over 80% in size
#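 25 nM Mm-CPN + cpd, 10 min 37°C; + 10 uM ATP, 30 min 37°C; buffer 30 mM Tris pH 7.4, 100 mM KCl, 5 mM MgCl2, 1 mM DTT; Transcreener ADP HTRF detection 30 min RT.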
# PTHR1 agonist: PTHR1 (human) receptor agonism. Q03431. HEK293 GP2 PTHR1 cells, GloSensor cAMP luminescence, 1 h. Potency, µM (series often up to 115 µM), inactives show at the top dose activation, usual class: activators. 410,000 compounds, 0.075% hits. AID 743266; also: potency is read from the fitted curve at half-maximal effect; nearly all actives have a fitted effect of over 55% in size; some results filed as inactive show a strong effect at the top dose; inactives centre near -15; many of its hits are not listed in these tables
# Target sequence (Q03431 whole entry, looked up): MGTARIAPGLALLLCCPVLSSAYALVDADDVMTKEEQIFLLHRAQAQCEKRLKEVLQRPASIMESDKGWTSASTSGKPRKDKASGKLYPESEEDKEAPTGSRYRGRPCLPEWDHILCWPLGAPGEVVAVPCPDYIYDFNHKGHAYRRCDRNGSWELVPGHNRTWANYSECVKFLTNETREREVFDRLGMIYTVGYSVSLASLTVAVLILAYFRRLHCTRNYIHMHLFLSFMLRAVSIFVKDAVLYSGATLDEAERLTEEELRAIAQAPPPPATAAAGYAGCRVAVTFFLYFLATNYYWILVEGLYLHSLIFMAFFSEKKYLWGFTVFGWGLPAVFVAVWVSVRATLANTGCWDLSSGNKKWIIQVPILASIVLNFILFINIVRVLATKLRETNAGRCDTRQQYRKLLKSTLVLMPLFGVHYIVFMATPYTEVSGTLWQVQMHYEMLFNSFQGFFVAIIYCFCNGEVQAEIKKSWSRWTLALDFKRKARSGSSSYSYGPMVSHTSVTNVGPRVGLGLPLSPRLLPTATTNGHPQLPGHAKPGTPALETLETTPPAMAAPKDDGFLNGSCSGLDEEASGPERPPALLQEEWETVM
#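 HEK-293-derived GP2 cells expressing PTHR1 and a GloSensor cAMP reporter, 3,000/well, plated overnight, given luciferin plus IBMX (each 0.5 mM as added) for 1 h at 37 °C, then compound for 1 h at 37 °C. Luminescence was read after 15 min at room temperature.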
# An asterisk follows results filed as active; i = inactive; ? = inconclusive; nt = no result given; [ ] = another dose, or the depositor's remark. Unless noted, calls follow the shape of the dose curve; as a rule, active = well fitted curve in the direction sought with a large enough effect; inconclusive = small, poorly fitted or top-dose-only effect, or another doubt; inactive = no such curve, though single readings can be large; an effect the other way counts as inactive or inconclusive. The list is partial; the hit share may differ from the screen's.
SMILES,EPAC2 antag,EPAC2 ag,pAkt inh,D3 antag,D3 ag,CCT modulator,Mm-Cpn inhibitor,PTHR1 agonist
Cc1onc(-c2c(F)cccc2Cl)c1C(=O)OCC(=O)NC(N)=O,-10%,-2%,i,4,3,1.2,1%,-21%
CC(C)C[C@H](NC(=O)c1[nH]cnc1C(=O)N[C@H](C)c1ccccc1)C(=O)OC(C)(C)C,-24%,-15%,i,-2,13,0.5,nt,-7%
COc1cccc(-n2nnc3c(=O)n(Cc4ccc(C)cc4)cnc32)c1,0%,6%,nt,-7,2,-1.3,-3%,i
Cc1ccc(NC(=O)c2ccccc2)cc1OC(=O)c1ccccc1,-14%,?,i,8,-6,-1.8,4%,i
COC(=O)[C@]12CCCCC=C1N(CCC1=CCCCC1)C(=O)[C@H](CC(=O)NCc1cccs1)C2,1%,24%,i,-15,-9,-1.3,nt,2%
O=C(O)CNC(=O)c1ccc(NC(=O)/C(=C/c2ccccc2)NC(=O)c2ccccc2Br)cc1,4%,13%,i,25,-1,-1.1,3%,i
CC1CCN(C(=O)c2ccccc2NC(=O)c2cccc(S(=O)(=O)N(C)C)c2)CC1,2%,2%,i,2,3,-1.2,-1%,i
COc1ccccc1NC(=O)CN(c1ccc(C23CC4CC(CC(C4)C2)C3)cc1)S(C)(=O)=O,-9%,9%,i,-10,-9,-17,1%,i
Cc1cc(NC(=O)CSc2nc3sc4c(c3c(=O)n2C)CCCC4)no1,20%,-1%,i,32,-16,0.2,0%,i
O=C1c2ccccc2C(=O)c2c1ncn2-c1ccccc1,5%,-13%,i,-18,-17,-1.0,2%,-35%
CCCCc1nc(SCC(=O)Nc2nnc(C(C)C)s2)n[nH]1,3%,4%,i,0,0,-2.5,-1%,i
O=C1CC(C(=O)Nc2ccc(C(=O)O)cc2)C(c2ccccc2)O1 (stereo not drawn),0%,11%,i,0,4,-1.8,0%,-23%[57.5 µM]
Cc1cc(C)cc(-n2c(C)cc(C(=O)CSc3nnnn3C)c2C)c1,0%,?,i,?,-9,0.4,-2%,i
Cc1cccc(S(=O)(=O)Nc2cccc3c2C(=O)c2ccccc2-3)c1,7%,6%,i,13,2,-1.0,-3%,-8%
Cc1ccc(NC2=NCC(=O)N2C2CCCC2)c(C)c1,-7%,9%,i,0,-15,-4.0,2%,-12%

# Sorted by formula weight (largest number first): four of the compounds above
SMILES,EPAC2 antag,EPAC2 ag,pAkt inh,D3 antag,D3 ag,CCT modulator,Mm-Cpn inhibitor,PTHR1 agonist
COC(=O)[C@]12CCCCC=C1N(CCC1=CCCCC1)C(=O)[C@H](CC(=O)NCc1cccs1)C2,1%,24%,i,-15,-9,-1.3,nt,2%
Cc1cc(C)cc(-n2c(C)cc(C(=O)CSc3nnnn3C)c2C)c1,0%,?,i,?,-9,0.4,-2%,i
O=C1CC(C(=O)Nc2ccc(C(=O)O)cc2)C(c2ccccc2)O1 (stereo not drawn),0%,11%,i,0,4,-1.8,0%,-23%[57.5 µM]
O=C1c2ccccc2C(=O)c2c1ncn2-c1ccccc1,5%,-13%,i,-18,-17,-1.0,2%,-35%

# (cont.)
SMILES,EPAC2 antag,EPAC2 ag,pAkt inh,D3 antag,D3 ag,CCT modulator,Mm-Cpn inhibitor,PTHR1 agonist
COc1cc(C)c(/C=C(\C#N)C(=O)Nc2ccc(C)cc2)cc1C(C)C,-6%,-3%,i,?,-43,-1.4,-2%,15%
O=C(NCCCN1CCCC1=O)c1ccccc1OCc1ccc(Cl)cc1Cl,-1%,1%,i,1,-2,1.3,1%,-12%
COc1ccccc1/C=C/C(=O)c1ccccc1,0%,19%,i,13,0,-2.2,-6%,-38%
Cc1ccc2nc(Cc3ccc(N)cc3)oc2c1,-1%,7%,i,-16,-3,0.3,0%,-69%[inhibitor]
CC(OC(=O)c1ccc(Cl)c(S(N)(=O)=O)c1)C(=O)NCC1CCCCC1 (stereo not drawn),1%,-1%,i,5,0,0.3,0%,-3%
COc1ccc(C(=O)Nc2ccc(C)c(S(=O)(=O)N3CCCCCC3)c2)cc1,-9%,17%,i,3,-4,-2.4,0%,-37%[inhibitor]
Cc1ccc(CNC(=S)Nc2ccc(C)c([N+](=O)[O-])c2)cc1,-1%,-7%,i,2,-6,-1.4,0%,-20%
COC(=O)CN(c1ccccc1)S(=O)(=O)c1ccccc1,7%,-10%,i,12,3,0.1,2%,i
CCS(=O)(=O)c1ccc2c(c1)N(S(=O)(=O)c1ccc(OC)cc1)CC(C(=O)O)O2 (stereo not drawn),-2%,-2%,i,-21,2,-1.0,2%,-4%[57.5 µM]
CCC(C)c1c(O)nc(SCC(=O)Nc2ccccc2)[nH]c1=O (stereo not drawn),13%,-7%,i,9,21,1.8,-1%,i
CC1CCN(CCCn2c(=S)[nH]c3c(sc4ccccc43)c2=O)CC1,9%,5%,i,-26,-15,-3.0,-4%,i
CCOC(=O)c1sc2ccccc2c1OC(=O)c1ccccc1,3%,12%,i,0,6,-0.6,-3%,32%[57.5 µM]
Cc1ccc(N2CC(C(=O)N3CCN(Cc4ccc5c(c4)OCO5)CC3)CC2=O)cc1 (stereo not drawn),4%,4%,i,-1,17,-1.0,1%,i
Cc1ccc(NC(=O)c2ccc(CSc3nccc(C)n3)cc2)cc1,-1%,-9%,i,-2,4,0.5,-6%,-13%[57.5 µM]
COCCn1c(SCC(=O)Nc2cccnc2Cl)nc2ccccc21,4%,8%,i,3,1,-1.2,-1%,i
COCCn1nnnc1C(c1cc2ccc(C)cc2[nH]c1=O)N(Cc1ccco1)Cc1cccs1 (stereo not drawn),-8%,24%,nt,16,2,-4.8,-1%,i
O=C(Nc1ccc(Br)c2cccnc12)c1ccc(Cn2cc([N+](=O)[O-])cn2)o1,1%,2%,i,28,-3,0.2,1%,i
CCCNS(=O)(=O)c1ccc(C(=O)NCC2CCCO2)cc1 (stereo not drawn),-3%,15%,i,9,-1,-1.9,1%,i
O=C(Nc1nnc(C2CCCO2)s1)c1cccs1 (stereo not drawn),14%,4%,i,27,-4,0.0,0%,-3%[57.5 µM]
CSc1ccc(S(=O)(=O)N2CCC(C(=O)NCc3cccnc3)CC2)cc1,-5%,10%,i,3,1,0.4,0%,i
O=C(COc1ccc(Br)cc1CO)Nc1ccc(S(=O)(=O)N2CCCCC2)cc1,3%,13%,i,-4,-9,1.5,0%,-69%[inhibitor]
Cc1ccc(S(=O)(=O)N2CCN=C2SCc2cccnc2)cc1,8%,6%,i,2,0,-2.3,0%,i
Cc1ccc(N2C(=O)CC(Sc3ncn[nH]3)C2=O)cc1 (stereo not drawn),5%,0%,i,-5,0,-3.1,-1%,i
Cc1ccc(C(=O)NCCN2CCNC2=O)cc1,9%,1%,i,2,-19,2.6,-3%,i
COc1ccc(N2C(=O)C3C(C2=O)C2C=CC3C23CC3)c([N+](=O)[O-])c1 (stereo not drawn),-4%,3%,i,3,0,-2.5,0%,-7%
COc1ccc(S(=O)(=O)NCCc2csc(-c3cccnc3)n2)cc1,-5%,-4%,i,4,2,1.7,-11%,-15%
N/C(=N\OC(=O)c1ccc(Cl)cc1Cl)c1ccccc1,1%,6%,i,25,10,0.6,0%,-30%[57.5 µM]
Cc1cc(C)nc(SCC(CSc2nc(C)cc(C)n2)C(=O)O)n1,4%,17%,i,-8,0,-2.0,1%,i
Cc1onc(-c2ccccc2Cl)c1C(=O)Nc1ccc(-n2nncc2-c2ccco2)cc1,7%,8%,i,5,-4,1.4,-3%,i
COc1ccc(CCN2C(=O)CCC2(C)c2nnnn2Cc2ccccc2)cc1OC (stereo not drawn),9%,7%,i,-5,3,1.4,nt,4%
Cc1ccsc1/C=N/Nc1cccc(C(=O)O)c1,1%,7%,i,0,7,-2.4,-5%,-25%
COc1ccc(CNC(=O)c2cccs2)cc1,-1%,2%,nt,28,3,-2.6,-2%,i
Cc1cc(OC(=O)N2CCOCC2)cc(C)c1Cl,12%,-5%,i,-22,0,-0.4,nt,i
CCc1nnc(NC(=O)CSc2nc(C)c3c(c2C#N)CCCC3)s1,9%,-3%,i,-2,5,-0.3,-2%,-4%[57.5 µM]
N#CCCn1ncn(-c2ccccc2)c1=S,1%,5%,i,0,-1,-0.5,0%,i
Cc1ccc(OC(C)C(=O)Nc2ncc(Cl)cc2Cl)c([N+](=O)[O-])n1 (stereo not drawn),-12%,2%,i,17,16,-0.8,1%,-21%
COc1ccc(S(=O)(=O)Nc2ccc3c(c2)C(=O)N([C@H](C)CO)C[C@H](C)[C@@H](CN(C)C(=O)Nc2ccc(C(F)(F)F)cc2)OCCCC[C@H](C)O3)cc1,-5%,-9%,i,-3,2,-0.4,nt,i
Cc1cc(CNC(=O)COC(=O)Cn2[nH]c(=O)c3ccccc3c2=O)cc(C)c1O,-5%,10%,i,1,-2,-0.4,0%,i
COc1cccc(-c2nc(C=O)cs2)c1,2%,5%,i,6,-3,-0.6,0%,?
COc1cc(NC(=S)N2CCN(CCO)CC2)cc(OC)c1,9%,1%,i,-7,2,1.9,0%,i
O=C(CN1C(=O)c2cccc3cccc(c23)C1=O)N1CCCCCC1,-4%,13%,i,-7,-22,-6.4,2%,-8%[57.5 µM]
c1ccc(-c2ccc(Oc3cc(N4CCOCC4)nc(-c4ccccc4)n3)cc2)cc1,-6%,0%,i,-18,-7,-1.3,-2%,-7%[57.5 µM]
O=C1CC(c2ccc(F)cc2)c2cc3c(cc2N1)CCC3 (stereo not drawn),11%,-3%,i,3,1,1.0,-1%,-25%
CCC(=O)Nc1ccc2oc(-c3cccc(C)c3)nc2c1,-4%,-5%,i,-1,5,-2.2,-3%,-6%[57.5 µM]
CNC[C@@H]1OCc2ccccc2-c2c(n(C)c3ccccc23)C(=O)N([C@H](C)CO)C[C@H]1C,-13%,4%,i,30,-8,-1.3,nt,-11%
CCCCCCCNC(=O)C1(CC2CC(c3ccc(Cl)cc3)=NO2)CCN(C(=O)CCCCCBr)CC1 (stereo not drawn),-6%,5%,i,0,1,-0.6,-1%,-36%[inhibitor]
O=C1CCCc2oc3ccc(O)cc3c21,4%,7%,i,-24,-10,-3.6,-1%,i
